CBFb-RUNX1 inh = blocks binding between human CBF-beta and RUNX1 | AID 1477 | AlphaScreen CBFb-His/RUNX1-biotin binding, biochemical | Potency, µM (doses to about 59.8 µM), inactives show at the highest dose activity, negative = inhibition, hits mostly inhibitors | 230,000 tested, under 10 active | Q01196+Q13951; also: % of control where 0% means no effect
Target sequence (Q01196 whole entry, looked up): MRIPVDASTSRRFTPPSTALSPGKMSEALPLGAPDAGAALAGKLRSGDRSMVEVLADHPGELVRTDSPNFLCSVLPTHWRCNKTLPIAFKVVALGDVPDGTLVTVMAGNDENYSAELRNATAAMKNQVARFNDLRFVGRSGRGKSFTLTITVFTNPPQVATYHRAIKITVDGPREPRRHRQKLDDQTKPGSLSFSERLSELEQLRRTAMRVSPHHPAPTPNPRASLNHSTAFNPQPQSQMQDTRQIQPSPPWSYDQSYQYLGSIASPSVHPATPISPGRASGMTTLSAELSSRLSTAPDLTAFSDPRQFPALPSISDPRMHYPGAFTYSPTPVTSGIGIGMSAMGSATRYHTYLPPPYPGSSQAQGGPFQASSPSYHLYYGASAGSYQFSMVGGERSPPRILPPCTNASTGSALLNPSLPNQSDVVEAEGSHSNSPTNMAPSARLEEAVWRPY
Target sequence (Q13951 whole entry, looked up): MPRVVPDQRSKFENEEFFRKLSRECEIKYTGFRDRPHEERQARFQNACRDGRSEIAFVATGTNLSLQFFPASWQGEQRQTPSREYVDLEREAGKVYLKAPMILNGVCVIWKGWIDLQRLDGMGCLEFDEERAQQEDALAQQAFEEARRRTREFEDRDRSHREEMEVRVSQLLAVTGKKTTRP
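CBF-beta (His) and RUNX1 (biotin), 30 nM each; 20 min preassociation; + compound, 15 min; + beads 50 ng each (Ni, streptavidin), 90 min; RT; AlphaScreen read.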
Epigenetic derep = regulators of epigenetic silencing causing reporter derepression in mouse cells | murine LDR cells, GFP reporter derepression, 30 h | Potency, µM (highest dose often 53.9 µM), inactives show at the top dose GFP activation, actives largely listed as activators | 280,000 compounds, 0.2% hits | AID 1865; also: potency is read from the fitted curve at half-maximal effect; % of control where 0% means no effect; nearly all actives have a fitted effect of over 60% in size
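GFP-positive cell count by laser-scanning cytometry (objects 20–120 um) after 30 h, 37 C compound exposure of murine LDR cells; reporter is CMV-GFP integrated at a silenced locus, inducible by HDAC or DNMT inhibitors.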
TexasRed fluor = Texas Red fluorescence interference in TRb-SRC2 counter-screen | TRb/SRC2 Texas Red total fluorescence interference | Potency, µM (titrated, usually from 106 µM), for the others: top-dose fluorescence change, negative = quenching | 280,000 compounds, 0.29% hits | AID 1479; active = well fitted curve in either direction with a large enough effect; inconclusive = small, poorly fitted or top-dose-only effect; also: potency is read from the fitted curve at half-maximal effect; % is scaled to controls: 0 for no effect and ±100 for the full control effect
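Human TRβ ligand-binding domain (0.6 uM) and Texas Red SRC2 peptide (20 nM) in Tris buffer with 1 uM T3 and 5% DMSO were incubated with pinned compound for 5 hr at ambient temperature. Total fluorescence was computed as S + 2P (555/632 nm).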
TRb-SRC2 inh = disrupts binding of human TR beta to SRC2. 280,000 compounds, 0.065% hits. P10828. TRbeta-SRC2 peptide binding, fluorescence polarization; receptor liganded with 1 µM T3. Potency, µM (highest dose often 106 µM), without a hit: top-dose activity change, negative = inhibition, hits mostly inhibitors;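 also: potency is read from the fitted curve at half-maximal effect; plate controls were bound peptide for no effect and peptide without receptor for full effect; nearly all actives have a fitted effect of over 50% in size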
Target sequence (P10828 whole entry, looked up): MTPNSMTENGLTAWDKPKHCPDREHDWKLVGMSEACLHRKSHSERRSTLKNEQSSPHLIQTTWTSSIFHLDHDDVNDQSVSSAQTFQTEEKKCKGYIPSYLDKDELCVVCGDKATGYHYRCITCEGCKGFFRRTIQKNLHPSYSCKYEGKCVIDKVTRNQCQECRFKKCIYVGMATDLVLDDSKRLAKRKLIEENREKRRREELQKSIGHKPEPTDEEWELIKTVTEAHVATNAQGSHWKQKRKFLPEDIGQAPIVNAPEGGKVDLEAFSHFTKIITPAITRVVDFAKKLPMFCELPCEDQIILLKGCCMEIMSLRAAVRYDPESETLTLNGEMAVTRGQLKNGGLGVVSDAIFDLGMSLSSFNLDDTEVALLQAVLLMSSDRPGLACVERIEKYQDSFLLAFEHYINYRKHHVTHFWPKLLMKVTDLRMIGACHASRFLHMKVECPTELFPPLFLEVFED
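Decrease in fluorescence polarization of 20 nM Texas Red SRC2 coactivator peptide flagged inhibition of its binding to 0.6 uM TRb LBD; 1 uM T3 included, incubation 5 hr, ex 555/em 632 nm.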
Tau fluor counter = counter-screen for tau fibril formation inhibitors. Potency, µM (series often up to 57.7 µM), for inactives: at the top dose activity change, negative = decrease. 280,000 compounds, 0.93% hits. tau K18 P301L (four-repeat tau fragment) Alexa594 fluorescence, heparin fibrillization; also: potency is read from the fitted curve at half-maximal effect; % is scaled to controls: 0 for no effect and ±100 for the full control effect; nearly all actives have a fitted effect of over 55% in size
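Human K18 P301L tau (15 uM unlabeled plus 0.24 uM Alexa 594-labeled, final) in 100 mM sodium acetate pH 7 was mixed with compound and 20 uM heparin and incubated 6 hr at 37 C.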
Tau fibril FP = blocks human tau fibril formation measured by polarization | K18 P301L tau heparin fibrillization, Alexa594 FP, 6 h | Potency, µM (titrated, usually from 57.7 µM), for inactives: top-dose activity, negative = inhibition, usual class: inhibitors | 280,000 compounds, 0.39% hits | AID 1468; also: potency is read from the fitted curve at half-maximal effect; % is scaled to controls: 0 for no effect and ±100 for the full control effect; nearly all actives have a fitted effect of over 55% in size
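Compound effects on tau fibrillization are measured by Alexa 594 fluorescence polarization (ex 555, em 632 nm). K18 P301L tau is used at 15 uM with 0.24 uM labeled tracer, and 20 uM heparin induces aggregation over 6 hr at 37 C.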
NPSR antag = blocks cAMP signaling of the human neuropeptide S receptor. Q6W5P4. CHO-NPSR cells, cAMP TR-FRET, antagonist mode. Potency, µM (highest dose often 38.3 µM), inactives show top-dose activity change, negative = inhibition, hits mostly inhibitors. 220,000 compounds, 1% hits; also: potency is read from the fitted curve at half-maximal effect; % is scaled to controls: 0 for no effect and ±100 for the full control effect; nearly all actives have a fitted effect of over 50% in size; many of its hits are not listed in these tables
GLA spleen mod = inhibits or activates alpha-galactosidase in human spleen homogenate. Potency, µM (titrated, usually from 80 µM), for inactives: at the top dose activity change, negative = inhibition, actives largely listed as inhibitors. 240,000 compounds, 0.008% hits. human spleen homogenate, 4MU-alpha-Gal fluorescence, 40 min. AID 2107. P06280;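 also: potency is read from the fitted curve at half-maximal effect; 0% = enzyme with vehicle and -100% = no enzyme basal signal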
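Human spleen homogenate (1 ug) as enzyme source, 4-methylumbelliferyl-alpha-D-galactopyranoside 1 mM final, citrate/phosphate pH 5.0 with 0.01% Tween-20. Compounds 40 min at 37C, NaOH/glycine stop; fluorescence Ex 365/Em 440, Hill-fit AC50.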
* = called active by the depositor; ? = inconclusive; nt = no result given; [ ] = remark or other dose. Unless noted, calls follow the shape of the dose curve; as a rule, active = well fitted curve in the direction sought with a large enough effect; inconclusive = small, poorly fitted or top-dose-only effect, or another doubt; inactive = no such curve, though single readings can be large; an effect the other way counts as inactive or inconclusive. Some of the compounds tested; count on the stated rates, not on these rows.

SMILES	CBFb-RUNX1 inh	Epigenetic derep	TexasRed fluor	TRb-SRC2 inh	Tau fluor counter	Tau fibril FP	NPSR antag	GLA spleen mod
Cc1c(Cl)c([N+](=O)[O-])nn1CCCC(=O)Nc1cc(Oc2ccccc2)cc([N+](=O)[O-])c1	-3.3%	0.0%	-1.4%	-17.6%	?	3.5%	-39.6%	7.9%
CCCCCC(=O)N/N=C/c1cc(Br)c(O)c(OC)c1	4.7%	-7.3%	1.2%	13.1%	-28.7%	4.2%	-1.1%	-7.8%
CCOC(=O)c1cnc2cc(C)ccn2c1=O	-5.3%	-1.0%	0.5%	0.4%	-11.1%	-7.0%	12.5%	?
CCOC(=O)CSc1nc2cc3c(cc2c(=O)n1CCCC(=O)NCCc1ccc(OC)c(OC)c1)OCO3	nt	-0.2%	-1.1%	-1.3%	-1.8%	-1.0%	nt	nt
Cc1nc(C)c(-c2csc(Nc3cccc(O)c3)n2)s1	-8.9%	0.0%	-6.8%	-3.5%	17.8µM*[quencher]	?	54.4%	-6.1%
Cn1nnnc1SCC(=O)Nc1nc(-c2ccccc2)c(-c2ccccc2)o1	-4.8%	-1.0%	-5.3%	-4.6%	-24.7%	5.4%	-9.8%[46.1 µM]	4.4%
CNC(=S)N1CCN(CCNC2=CC(=O)CC(C)(C)C2)CC1	0.2%	?	-0.2%	5.0%	0.4%	-4.5%	13.7%	0.0%
Cc1nn(CC(=O)Nc2cccnc2)c(C)c1[N+](=O)[O-]	16.5%	-2.6%	-3.5%	-8.4%	-9.5%	3.7%	12.6%	-10.3%
Cc1ccc2oc(C(=O)N(Cc3ccc(N(C)C)cc3)CC3CCCO3)c(C)c2c1 (stereo unspecified)	nt	-1.8%	-2.7%	4.7%	-9.6%	1.3%	nt	nt
COc1cc2c(cc1OC)C(c1cccc([N+](=O)[O-])c1)N(C(=O)c1ccc(F)cc1)CC2 (stereo unspecified)	-12.5%	-0.9%	-0.7%	-0.5%	-12.6%	-0.4%	?	1.7%
CCC1CN(CC(=O)NCc2cccc(Br)c2)c2ccccc2S1 (stereo unspecified)	nt	0.0%	-2.8%	-3.6%	-18.7%	5.8%	nt	nt
CCOC(=O)c1nnn(-c2nonc2N)c1CSc1ccccc1	-4.2%	-0.1%	-3.4%	7.9%	-18.6%	-7.5%	-21.4%[46.1 µM]	0.2%
CCOC(=O)N1CCc2c(sc3c2c(=O)n(-c2ccc(CC)cc2)c(=O)n3C)C1	nt	-0.3%	-0.9%	-1.2%	-17.0%	-1.9%	nt	nt
O=S(=O)(N/N=C\c1c(F)cccc1Cl)c1ccc(Cl)cc1	2.2%	-1.0%	-3.1%	-3.3%	-6.0%	-17.1%	-2.4%[46.1 µM]	-2.1%
CCOc1ccccc1CNC(=O)c1ccc(NC(=O)N2CC(C)Sc3ccccc32)cc1 (stereo unspecified)	nt	-2.5%	-0.9%	-4.0%	-18.8%	-12.2%	nt	nt
O=C(Cn1cnc2c(nnn2-c2ccccc2)c1=O)N1CCCc2ccccc21	13.0%	0.0%	-2.6%	2.7%	-11.7%	-7.2%	-3.7%[46.1 µM]	0.2%
Cc1cccc(NC(=O)C(CC(C)C)NC(=O)C2CCC(C)CC2)n1 (stereo unspecified)	6.8%	-1.1%	-5.6%	-9.5%	-4.8%	4.8%	-1.3%	-5.6%
COc1ccc2c(c1)O[C@@H](c1cccc(C(F)(F)F)c1)[C@H](OC(=O)Nc1ccc(C)c(Br)c1)C2=O	-10.3%	-1.1%	-0.5%	5.3%	-16.5%	-10.7%	nt	3.3%
COc1ccccc1C(=O)N1CCN(C2CCN(Cc3ccccc3)CC2)CC1	0.3%	-1.6%	1.2%	2.3%	2.6%	-6.3%	-8.0%[46.1 µM]	4.2%
CCOc1ccc(Sc2cc(C(=O)NC(C)CC)c3ccccc3n2)cc1 (stereo unspecified)	nt	3.8%	-0.9%	-1.7%	-20.0%	-8.0%	nt	nt
Cn1nc(-c2ccccn2)nc2c(=O)n(C)c(=O)nc1-2	nt	?	-3.4%	?	-19.5%	?	2.51µM*	-3.9%
C=CCC(C)(O)c1ccccc1 (stereo unspecified)	-4.4%	-1.1%	-0.4%	3.8%	-0.9%	3.6%	nt	-7.4%
CSc1nsc(SC)c1C(N)=O	1.5%	1.1%	-5.4%	-2.2%	-4.7%	3.9%	-18.6%	0.9%
COc1ccc(OCCCC(=O)Nc2ccc(N3CCOCC3)cc2)cc1	-15.4%	-1.1%	-0.3%	-3.0%	-20.0%	-6.8%	-7.4%	-4.4%
O=c1[nH]ncc(N2CCCCC2)c1Cl	-6.2%	-2.0%	-4.6%	-4.2%	-1.3%	3.6%	6.4%	1.0%
CSCCC(NS(=O)(=O)c1ccc(Cl)cc1)C(=O)OCC(=O)N1CCOCC1 (stereo unspecified)	2.7%	-0.3%	-1.9%	-23.0%	2.0%	6.3%	-14.2%[46.1 µM]	12.6%
CN1C2C=C3C(C#N)=C(N)C(C#N)(C#N)[C@@H](c4ccsc4)[C@@H]3C1CC2 (stereo partly specified)	-0.4%	-2.1%	4.9%	-0.3%	-17.1%	?	-2.1%[46.1 µM]	-8.6%
O=C1/C(=C/c2ccc([N+](=O)[O-])cc2)C=C(c2ccccc2)N1c1ccccc1	-7.5%	0.9%	-2.2%	-0.3%	-11.5%	-2.3%	-19.5%[46.1 µM]	7.7%
CC(C)(C)c1ccc(C(=O)NCCC(=O)N2CCN(c3ncccn3)CC2)cc1	8.6%	-1.0%	-3.5%	-0.8%	-10.5%	-1.1%	-10.6%[46.1 µM]	-15.9%
C/C(=N\NC(=O)c1ccn(C)n1)c1ccc(NC(=O)C2CCCC2)cc1	-19.7%	0.9%	-0.1%	1.7%	0.9%	1.5%	14.6%	-10.4%
Cc1ccc(NC(=O)[C@H]2O[C@@H]3OC(C)(C)O[C@@H]3[C@H]3OC(C)(C)O[C@H]32)cc1F	nt	-1.6%	-1.9%	-7.6%	-5.9%	3.0%	nt	nt
Cc1ccc(NC(=S)N2CCC(C(N)=O)(N3CCCCC3)CC2)c(C)c1	2.2%	0.0%	-8.0%	0.3%	-8.4%	2.3%	-10.0%	6.0%
COc1ccc(N2CCN(C(=O)CSc3nnc(Cn4nnc5ccccc54)n3C)CC2)cc1	4.2%	0.8%	-2.2%	9.5%	-12.3%	4.8%	-2.7%[46.1 µM]	-1.8%
O=C(/C=C/C#Cc1cccc(NS(=O)(=O)c2ccccc2)c1)NO	3.6%	nt	?	-5.0%	nt	nt	nt	8.1%
CN(Cc1ccccc1)c1c([N+](=O)[O-])c(=O)n(C)c2ccccc12	-7.5%	5.6%	-0.5%	3.9%	-26.9%	-5.9%	-56.9%	3.2%
COc1ccc(C(=O)Nc2cnn(Cc3c(F)cccc3Cl)c2)cc1OC	11.4%	2.2%	-1.2%	-1.6%	-27.4%	-16.4%	-3.6%	5.2%
COC(=O)c1cc2oc3ccccc3c2n1CC(=O)Nc1ccc(OC)c(OC)c1OC	nt	?	-2.1%	0.7%	-13.2%	-8.7%	nt	nt
COc1ccc(C(=O)C2CCCN(Cc3cccn3-c3ccccn3)C2)cc1F (stereo unspecified)	0.9%	0.0%	-6.3%	-7.6%	8.8%	15.7%	25.6%	-12.7%
CC1CCC2[C@](C)(CO)C(O)CC[C@]2(C)C12CCC(CO)(CCO)O2 (stereo partly specified)	12.4%[21.7 µM]	-1.5%	-0.2%	-0.1%	-3.0%	-3.8%	nt	13.0%
CCc1c(C)nc2ncnn2c1N1CCN(S(=O)(=O)c2ccc(OC)cc2)CC1	3.1%	2.3%	0.9%	-1.7%	7.9%[2.34 µM]	4.0%[2.34 µM]	15.8%	-2.2%
Cc1cc(SCC(=O)OCC(=O)NC(C)c2ccccc2)c(C)cc1Br (stereo unspecified)	11.6%	-1.3%	-3.0%[53 µM]	-5.0%[53 µM]	-2.6%	7.2%	3.0%	2.8%
Cc1ccc(CN2CC(C(=O)Nc3cccc(S(=O)(=O)N4CCCCC4)c3)CC2=O)cc1 (stereo unspecified)	-11.1%	-0.9%	-1.0%	3.6%	-28.7%	4.3%	-9.3%	-0.9%
CCC1CN2CCC1CC2[C@@H](NC(=S)Nc1cc(C(F)(F)F)cc(C(F)(F)F)c1)c1cccc2ccc(OC)cc12 (stereo partly specified)	-4.7%	-1.1%	0.0%	0.3%	-11.9%	?	nt	8.3%
CC(c1nccs1)N(C)C(=O)CCc1nnc(Cc2c[nH]c3ccccc23)o1 (stereo unspecified)	3.2%	6.8%	0.2%	13.4%	0.2%	6.6%	10.4%	-3.5%
CN(CCOc1ccccc1)CC(=O)Nc1ccc(Cl)c(S(=O)(=O)N(C)C)c1	-2.7%	-0.2%	-2.4%	-10.0%	-17.5%	-2.9%	-7.4%	4.6%
Cc1c(NCc2nc3ccccc3[nH]2)c(=O)n(-c2ccccc2)n1C	7.1%	2.0%	-5.4%	-5.3%	-3.4%	-2.8%	-17.7%[46.1 µM]	4.4%
Cc1cc(C)nc(NC(=NCc2ccc3c(c2)OCO3)NC(=O)Nc2ccccc2)n1	0.1%	3.5%	0.7%	-11.5%	-13.2%	-10.8%	-17.4%[46.1 µM]	-3.2%
O=C1CCCC2=C1C(c1cccs1)Nc1ccc3ncccc3c12 (stereo unspecified)	3.0%	3.9%	0.4%	4.4%	-9.0%	6.8%	-11.7%[46.1 µM]	-8.1%
CSc1ccc(/C=N/n2c(C)cc(C)cc2=O)cc1	-0.5%	2.2%	-1.7%	0.1%	-3.5%	-1.9%	-11.3%[46.1 µM]	0.8%
CCOC(=O)C1CCCN(c2c(NCCN(C)Cc3ccccc3)c(=O)c2=O)C1 (stereo unspecified)	2.5%	-0.2%	-2.9%	-2.4%	-11.8%	-0.5%	-7.4%[46.1 µM]	-3.9%
Cc1ccc(S(=O)(=O)N2CCCN(S(=O)(=O)c3ccc(C(F)(F)F)cc3)CC2)cc1	1.0%	0.9%	-3.2%	0.8%	3.7%	-4.0%	-1.2%[46.1 µM]	6.7%
